# aSyn tox rescue: inhibitors of alpha-synuclein toxicity in yeast; S. cerevisiae alpha-synuclein toxicity rescue, BacTiter-Glo growth, 24 h; Potency, µM (doses to about 46.1 µM), without a hit: at the highest dose growth rescue (activation), usual class: activators; 0.02% of 94,000 active; AID 1347070; active = well fitted activation curve with a large enough effect; inconclusive = small, poorly fitted or top-dose-only effect; also: 0% is about no effect
#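 Growth restoration measured by BacTiter-Glo luminescence after 24 hr at 30 deg C; alpha-synuclein yeast, raffinose-pregrown to mid-log, were added at OD600=0.02 in galactose medium onto pinned compounds.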
# An asterisk follows results filed as active; u = inconclusive; & = joins results of further samples; [ ] = another dose, or the depositor's remark. Potency is read from the fitted curve at half-maximal effect. Not all compounds are listed; count on the stated rates, not on these rows.
SMILES	aSyn tox rescue
NC1=NC2OC(CO)C(O)C2O1 (stereo unspecified)	0%
Cc1ccc(NS(=O)(=O)c2ccc3c(c2)NC(=O)C(C)C(=O)N3)c(Cl)c1 (stereo unspecified)	-4%
O=C(CSc1ccc(Cl)cc1)NCc1ccncc1	10%
COc1ccc(NC(=O)Cn2nnc(C(=O)Nc3ccc(C)c(F)c3)c2N)cc1Cl	-5%
COc1cccc(NC(=O)C(Cc2ccccc2)N2Cc3ccccc3C2=O)c1 (stereo unspecified)	-9%
O=C(NCCCN1CCCCCC1)c1ccc2c(c1)sc1nc(-c3ccccc3)cn12	-3%
Cc1nn(CC(=O)Nc2ccc(C#N)cc2)c(C)c1[N+](=O)[O-]	5%
COC(=O)c1cc(OC)c(OC)cc1NC(=O)CCN1C(=O)C2CCCCC2C1=O (stereo unspecified)	-5%
CN1C(=O)/C(=C/c2ccc(C(=O)NC3CCCC3)cc2)Oc2ccccc21	8%
Cc1cc(O)cc2c1C(c1ccc(F)cc1)CC1(CC(C)(C)NC(=S)N1)O2 (stereo unspecified)	14%
c1ccc(N2CCN(c3ncnc4c3nc3n4CCCC3)CC2)cc1	7%
O=C(COc1ccccc1)Nc1ccc(F)cc1	-4%
Cc1ccc(OCC(=O)NNC(=O)CSC(=S)N2CCCC2)cc1	2%
CCN1CCN(CCCNC(=O)C2CCCN(c3nc4c(C)cc(C)cc4s3)C2)CC1 (stereo unspecified)	2%
Cc1ccc(-c2nc(CSc3nnc(C)n4c3cc3occc34)c(C)o2)cc1	5%
CN(C)CCNC(=O)C1CCN(c2nc3ccccc3[nH]2)CC1	2%
Cc1ccc([N+](=O)[O-])cc1NC(=O)CSc1n[nH]c(-c2cccnc2)n1	-5%
COC(=O)C[C@H]1C[C@H]2c3cc(NC(=O)Cc4ccncc4)ccc3O[C@H]2[C@@H](CO)O1	14%
Cc1nn(CCCC(=O)N2CCc3ccccc3C2)c(=O)c2cc3sccc3n12	2%
O=C(O)CC/C(=N\NC(=O)CNC(=O)c1ccc(F)cc1)c1ccccc1	5%
Cc1ccc(CN2CCC(CNC(=O)Nc3cccc(C)c3C)C2)cc1 (stereo unspecified)	-4%
CN(CCO)c1ccc(/C=N/Nc2nncc3ccccc23)cc1	-40%[inhibitor]
CCCN(C(=O)CCc1nc(-c2ccccc2F)no1)c1ccc(CC)cc1	14%
Cc1ccc(CNC(=O)c2cc(=O)c3ccccc3o2)cc1	2%
COc1ccc(NC(=O)Cn2cnc3sc(C)c(S(=O)(=O)N4CCN(C)CC4)c3c2=O)cc1Cl	-10%
COc1cc(NC(=O)c2cc3cc4ccc(C)cc4nc3o2)cc(OC)c1OC	5%
Cc1c(C(=O)NCc2ccc(S(N)(=O)=O)cc2)oc2ccc(Cl)cc12	-2%
Cc1ccc(NC(=O)CSc2nc(=O)n(CCN3CCOCC3)c3c2CCC3)c(C)c1	1%
Cn1c(=O)c2c(nc(N3CCOCC3)n2Cc2ccc(Br)cc2)n(C)c1=O	1%
CN(C)C(CNC(=O)c1cccc(S(=O)(=O)Nc2ccc(Br)cc2)c1)c1ccco1 (stereo unspecified)	-3%

# (listing goes on)
SMILES	aSyn tox rescue
CC(NC(=O)CCl)c1ccccc1Br (stereo unspecified)	-7%
Cc1ccc([N+](=O)[O-])cc1S(=O)(=O)N1CCn2cccc2C1c1ccc(F)c(F)c1 (stereo unspecified)	4%
Cc1oc(-c2ccccc2F)nc1Cn1c(SCc2cccc(Cl)c2)nc2ccncc21	-26%
Cc1ccc(-n2c(SCC(=O)N3CCC(C)CC3)nc3c([nH]c4ccccc43)c2=O)cc1	-6%
c1ccc2cc3[nH]c(CN4CCCCC4)nc3cc2c1	-6%
NC(=S)Nc1ncc(CCN2CCOCC2)c(-c2ccc(F)cc2)n1	-2%
COc1ccc(Cl)cc1NC(=O)c1nc(S(C)(=O)=O)ncc1N(Cc1ccc(C)cc1)Cc1ccco1	-1%
COc1ccc(-c2onc(C)c2C)cc1S(=O)(=O)N1CCc2ccccc21	-1%
COc1cccc(CNC(=O)C2CCC(CNS(=O)(=O)c3cccs3)CC2)c1 (stereo unspecified)	2%
O=C(c1ccc(COc2ccccc2Cl)o1)N1CCN(c2ccccc2)CC1	-1%
CCOc1ccc(CCNC(=O)C2CCCN(S(=O)(=O)N(C)c3ccc(F)cc3)C2)cc1 (stereo unspecified)	9%
O=C(COc1ccc(Cl)cc1)NCCNC(=O)c1ccccn1	-11%
COc1ccccc1-c1cc2nc(C)c(CCC(=O)NCCc3ccc(SC)cc3)c(C)n2n1	-4%
COc1cccc(C2=NS(=O)(=O)N(C)C(C(=O)Nc3ccccc3SC)=C2)c1	-4%
O=C(O)C1CCCCC1C(=O)Nc1ccc(-c2ccccc2)cc1 (stereo unspecified)	-3%
Cc1ccc(C)c(NC(=O)CN(C)C(=O)c2cc3c(s2)CCCCC3)c1	-8%
Cc1ccc(Cc2nc3ccccc3nc2SCC(=O)N2CCc3ccccc32)cc1	2%
COc1ccc(-c2cc(C(=O)N3CCN(c4ccc(F)cc4)CC3)no2)cc1OC	3%&0%
Cc1ccc(Nc2c(-c3ccccc3O)nc3ccc(Br)cn23)cc1	-13%
Cc1ccc(N=Cc2c(C)[nH]n(-c3ccccc3)c2=O)nc1	0%
Cc1ccc(NC(=O)c2oc3ccc(S(=O)(=O)N(C)C4CCCCC4)cc3c2C)c(C)c1	1%
COc1ccc2nc(/C=N/NC(=O)[C@@H]3CCCN3C(=O)OC(C)(C)C)ccc2c1	2%
COc1ccc(NC(=O)CCNC(=O)Cn2cnc3sc4c(c3c2=O)CCCC4)cc1OC	10%
CCN(C(=O)CN1CCC(C)CC1)c1c(N)n(Cc2ccccc2)c(=O)[nH]c1=O	-4%
Cc1ccc(CNC(=O)C2CCN(c3nn4cc(-c5ccc(F)cc5)nc4s3)CC2)cc1	-1%
O=C(Nc1ccc(NC(=O)c2cccs2)cc1)c1ccc(Cl)cc1	-3%
Cc1ccc(C(=O)N2CC(=O)Nc3ccc(Br)cc3C2c2ccc(F)cc2)cc1C (stereo unspecified)	u
Cc1ccc(N2CC(NC(=O)c3ccccc3Br)CC2=O)cc1 (stereo unspecified)	4%
O=C1CN(C(=O)COc2ccc(Cl)cc2Cl)C(c2ccc(F)cc2)c2cc(F)ccc2N1 (stereo unspecified)	5%
CCOC(=O)c1oc2ccc(S(=O)(=O)n3nc(-c4cc(OC)c(OC)c(OC)c4)cc3N)cc2c1C	-7%

# Brought forward from above: 3 entries, then new ones.
SMILES	aSyn tox rescue
Cc1ccc(N2CC(NC(=O)c3ccccc3Br)CC2=O)cc1 (stereo unspecified)	4%
O=C1CN(C(=O)COc2ccc(Cl)cc2Cl)C(c2ccc(F)cc2)c2cc(F)ccc2N1 (stereo unspecified)	5%
CCOC(=O)c1oc2ccc(S(=O)(=O)n3nc(-c4cc(OC)c(OC)c(OC)c4)cc3N)cc2c1C	-7%
CC(=O)N1CCc2nc3sc(C(=O)c4ccc(F)cc4)c(N)c3c(C(F)(F)F)c2C1	26%
Cc1ccc(-c2nnc3c4ccccc4c(C)nn23)cc1NC(=O)c1ccccc1Cl	-1%
O=C(c1ccccc1F)N1CCN(c2ccc([N+](=O)[O-])c3cccnc23)CC1	4%
Cc1ccc(NC(=O)c2ccco2)c(OCc2cc(=O)n3cc(C)sc3n2)c1	5%
CC1CCc2c(sc3nc(-c4cc5cc(Br)ccc5oc4=O)[nH]c(=O)c23)C1 (stereo unspecified)	-10%
Cc1ccc(N(Cc2cccs2)C(=O)COc2cccc(C)c2)cc1	18%
Cc1ccc(C(=O)NCCc2ccccn2)cc1S(=O)(=O)N1CCOCC1	5%
CSc1ncnc2c1ncn2CCCNCCc1ccccn1	-2%
Cc1cc(C)c(NC(=O)CCN2C(=O)c3ccccc3S2(=O)=O)c(C)c1	2%
CCOc1ccccc1N(C(=O)c1ccco1)C(C(=O)NC1CCCC1)c1cccs1 (stereo unspecified)	-10%
CCOc1ccc(NC(=O)c2cc(=O)c3ccc(C)c(C)c3o2)cc1	-2%
CC(Oc1ccccc1)C(=O)Nc1ccc(C(=O)OCc2cc(=O)n3ccsc3n2)cc1 (stereo unspecified)	-47%[inhibitor]
O=C(NCCCN1CCOCC1)C(=O)NCCc1ccccc1	6%
COc1ccc(C2CC(c3ccc(Cl)cc3Cl)n3nc(N)nc3N2)cc1 (stereo unspecified)	2%
CC(C)c1ccc(C(=O)NNC(=O)c2ccncc2)cc1	3%
O=C(Cc1ccccc1)CC(CC(=O)c1ccccc1)c1ccccc1 (stereo unspecified)	2%
O=C(C1CC(=O)N(c2ccc(F)cc2)C1)N1CCCCC1 (stereo unspecified)	-5%
COc1ccc(-n2nc(C(=O)Nc3cccc(C)n3)c3c4ccccc4n(C)c3c2=O)cc1Cl	0%
CCCCNC(=O)CSc1nc(-c2ccc(OC)cc2)cc(C(F)(F)F)n1	-3%
COc1cccc(CNC(=O)c2nn(C)c3c2CSc2ccccc2-3)c1	26%
CCOC(=O)c1cccc(NS(=O)(=O)c2c(C)nc3sc(C)cn3c2=O)c1	6%
Cc1ccc2c(CN3CCN(C(=O)c4ccc(Br)cc4)CC3)cc(=O)oc2c1	-20%
CCOC(=O)c1ccc(NC(=O)c2c(NC(C)=O)sc3c2CCC(C)C3)cc1 (stereo unspecified)	22%
CCCCOc1ccc(N(CC(=O)NCc2ccccc2)C(=O)c2csnn2)cc1	16%
CN(C)CCN=Cc1c(O)n(Cc2ccccc2)c(=O)c2ccccc12	4%
COc1cccc(CNC(=O)C(=O)N2CCC3(CC2)OCCN3S(=O)(=O)c2ccc(C)cc2)c1	9%
Cc1ccc(C2=NS(=O)(=O)N(C)C(C(=O)NCc3ccccn3)=C2)cc1	7%
CCCn1c(=N)c(C(=O)NC2CCCC2)cc2c(=O)n3cccc(C)c3nc21	3%
Cc1ccc2c(c1)N(CC(=O)NCc1cccc(Cl)c1)C(=O)c1cccnc1O2	-26%
CCOC(=O)NC(=O)/C(C#N)=C\Nc1sccc1C(=O)OC	-11%

# (continued)
SMILES	aSyn tox rescue
O=C(O)CCC(=O)NNC(=O)COc1ccc2ccccc2c1Br	8%
CCC(=O)N1CCc2cc(CNC(=O)Nc3ccccc3Cl)ccc21	4%
COc1ccc(NC(=O)Cn2c(=O)c(-c3cc(C)ccc3NC(C)=O)nc3ccccc32)c(OC)c1	0%
Cc1ccc(CSc2nc3cccnc3n2Cc2nc(-c3ccccc3F)oc2C)cc1	-16%
COc1ccc(C(=O)c2cnc3ccc(C)cc3c2S(=O)(=O)c2ccccc2)cc1	4%
Cc1ccc(C2CC(c3ccc(NS(C)(=O)=O)cc3)=NN2C(=O)c2ccco2)cc1 (stereo unspecified)	4%
CNC(=O)N(O)C1N(/N=C/c2cc(Br)ccc2O)C(=S)SC1(C)C (stereo unspecified)	9%
CCCN(C(=O)c1nn(-c2ccc(OC)cc2)c(=O)c2c1c1ccccc1n2C)c1ccc(CC)cc1	-5%
COc1ccccc1Cn1c(CNS(=O)(=O)c2ccccc2Cl)nc2cccnc21	11%
COc1cccc(/C=C/C(=O)OCC(=O)Nc2ccc(Cl)c(S(=O)(=O)N(C)C)c2)c1	6%
Cc1ccc(NC(=O)COC(=O)CSCC(=O)Nc2cc(C)on2)c(C)c1	3%
CCOc1ccc(-c2nnc(SCC(=O)N(CC)c3cccc(C)c3)o2)cc1	-5%
COc1ccc(-c2cc(C(C)=O)c(C)n2CCC(=O)NC2CCCCC2)cc1	7%
CC(C)CNc1ncnc2c1nnn2C	-9%
Cc1ccc(OC(C)C(=O)Nc2nonc2-c2ccc(Br)cc2)cc1C (stereo unspecified)	-6%
CCOC(=O)c1sc(NC(=O)C(C)Sc2nc(-c3ccccc3)cc(C(F)(F)F)n2)c(C(=O)OC)c1C (stereo unspecified)	-16%
Cc1ccc(NC(=O)[C@H](Cc2c[nH]c3ccccc23)NC(=O)[C@@H]2Cc3ccccc3CN2)c(C)c1	7%
COc1cc(NC(=O)c2cc(-c3cccc(Cl)c3)on2)c(OC)cc1Cl	-5%
Cc1ccsc1C(=O)NNC(=O)c1ccc(NS(=O)(=O)c2cccs2)cc1	5%
CCOC(=O)c1sc2ncn(CC(=O)Nc3ccc(N(C)C)cc3)c(=O)c2c1C	-10%
CCOc1ccc(N2C(=O)CC(NCC3CCCO3)C2=O)cc1 (stereo unspecified)	-2%
O=C(COc1ccc(-n2cnnn2)cc1)Nc1ccccc1Cl	-7%
CCOC(=O)C1CCN(C(=O)Cn2nc(C)n3c(cc4cc(C)ccc43)c2=O)CC1	0%
CCC1CN(C(=O)Nc2ccc(C(=O)O)cc2)c2cc(Cl)ccc2O1 (stereo unspecified)	4%
CCOc1ccc(NC(=O)C(CC)n2c(=O)c(-c3ccccc3NC(C)=O)nc3ccccc32)cc1 (stereo unspecified)	-4%
COc1ccc(C2c3c(-c4ccccc4O)n[nH]c3C(=O)N2CCc2ccccc2)cc1 (stereo unspecified)	13%
Cc1c(C(=O)N2CCC(C(=O)Nc3ccc(F)cc3)CC2)sc2nc[nH]c(=O)c12	-10%
Cc1ccc2c(=O)cc(C(=O)Nc3nnc(CC(C)C)s3)oc2c1C	-8%
C[C@H](CO)N1C[C@H](C)[C@@H](CN(C)C(=O)c2ccccc2)OCc2cnnn2CCCC1=O	4%
Cc1ccc(NC(=O)N2CCc3cc(S(=O)(=O)N4CCC(C)CC4)ccc32)cc1C	-17%

# Single entries from the list.
# Reading for CCOC(=O)c1ccc(NC(=O)c2c(NC(C)=O)sc3c2CCC(C)C3)cc1 (stereo unspecified) under aSyn tox rescue: 22%
# Reading for Cc1ccc(-c2nnc3c4ccccc4c(C)nn23)cc1NC(=O)c1ccccc1Cl under aSyn tox rescue: -1%
# Reading for COC(=O)c1cc(OC)c(OC)cc1NC(=O)CCN1C(=O)C2CCCCC2C1=O (stereo unspecified) under aSyn tox rescue: -5%
# Reading for CCOc1ccc(CCNC(=O)C2CCCN(S(=O)(=O)N(C)c3ccc(F)cc3)C2)cc1 (stereo unspecified) under aSyn tox rescue: 9%

# Screening results: PubChem BioAssay, National Center for Advancing Translational Sciences (NCATS)
